POLB inh – blocks human DNA polymerase beta activity; hit rate 1.3% among 340,000; P06746; Pol beta primer extension/strand displacement, fluorescence kinetic; Potency, µM (doses to about 114 µM), for the others: top-dose activity change, negative = inhibition, most hits filed as inhibitors; also: % is scaled to controls: 0 for no effect and ±100 for the full control effect
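Preincubation: enzyme (10 nM) with compound, 15 min, RT. Reaction: substrate added to 50 nM final. Reads: 0 and 10 min. Analysis: normalized, Hill fit.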
G9a block – blocks human histone lysine methyltransferase G9a. Q96KQ7. G9a H3K9 monomethylation, AlphaScreen, 2 h. Potency, µM (series often up to 102 µM), for inactives: at the top dose activity, negative = inhibition, most hits filed as inhibitors. hit rate 8.8% among 350,000. AID 504332; also: % is scaled to controls: 0 for no effect and ±100 for the full control effect; nearly all actives have a fitted effect of over 75% in size
Target sequence (Q96KQ7 913-1193 limits assumed): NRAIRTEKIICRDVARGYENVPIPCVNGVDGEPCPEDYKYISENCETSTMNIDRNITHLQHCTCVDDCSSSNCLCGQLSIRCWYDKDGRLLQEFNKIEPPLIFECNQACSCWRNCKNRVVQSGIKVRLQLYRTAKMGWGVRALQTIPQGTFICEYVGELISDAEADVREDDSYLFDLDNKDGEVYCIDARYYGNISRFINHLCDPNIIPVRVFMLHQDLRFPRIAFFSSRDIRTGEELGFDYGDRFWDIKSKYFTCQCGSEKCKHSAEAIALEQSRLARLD
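Chemiluminescent proximity detection of H3K9 monomethylation, read after 10 min bead incubation in the dark. Reaction: 20 nM G9a, 500 nM biotin-H3K9 peptide, 20 uM SAM cofactor, 2 h, room temperature, following 15 min enzyme-compound preincubation.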
JMJD2A Tudor inh – blocks the human JMJD2A Tudor domain. AlphaScreen JMJD2A-Tudor / H3K4me3 peptide binding. Potency, µM (series often up to 114 µM), for inactives: at the highest dose activity change, negative = inhibition, actives largely listed as inhibitors. hit rate 4.4% among 390,000. AID 504339; also: % is scaled to controls: 0 for no effect and ±100 for the full control effect; nearly all actives have a fitted effect of over 50% in size
POLK inh – DNA polymerase kappa (human) inhibition. purified Pol kappa, fluorescent DNA synthesis assay, 10 min. Potency, µM (series often up to 107 µM), for the others: at the highest dose activity, negative = inhibition, hits mostly inhibitors. hit rate 0.53% among 400,000. AID 588579; also: % is scaled to controls: 0 for no effect and ±100 for the full control effect
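Kinetic fluorescence readout at 0 and 10 min followed reaction start with substrate at 50 nM final. Beforehand, enzyme (10 nM Pol kappa) stood 15 min with compound at room temperature; buffer-only wells were negative controls.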
BLM inh – inhibitors of human Bloom syndrome helicase BLM. P54132. recombinant BLM DNA unwinding, fluorescence dequenching. Potency, µM (highest dose often 56.1 µM), inactives show at the top dose activity change, negative = inhibition, hits mostly inhibitors. hit rate 0.2% among 350,000. AID 2528;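 also: plate controls were vehicle for no effect and no enzyme for full effect; nearly all actives have a fitted effect of over 35% in size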
BAZ2B inh – inhibitors of human BAZ2B bromodomain. hit rate 4.4% among 360,000. Potency, µM (highest dose often 114 µM), inactives show at the highest dose activity change, negative = inhibition, actives largely listed as inhibitors. Q9UIF8. AlphaScreen BAZ2B-H3K14Ac peptide displacement; also: % is scaled to controls: 0 for no effect and ±100 for the full control effect; nearly all actives have a fitted effect of over 60% in size
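In this displacement format the biotinylated H3(5-23) peptide acetylated at Lys14 serves as ligand at 50 nM, with BAZ2B at 50 nM in PBS pH 7.4 containing 0.01% Tween-20. Donor and acceptor beads are 10 ug/mL final.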
APEX1 inh – blocks human APE1 abasic DNA cleavage | P27695 | Potency, µM (highest dose often 65.8 µM), inactives show top-dose activity change, negative = inhibition, actives largely listed as inhibitors | hit rate 0.35% among 350,000 | recombinant APE1, TAMRA/BHQ-2 abasic DNA cleavage fluorescence | AID 2517;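 also: plate controls were vehicle for no effect and reference inhibitor for full effect; nearly all actives have a fitted effect of over 55% in size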
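0.75 nM APE1 + cpd, 15 min RT; start w/ 50 nM TAMRA/BHQ-2 THF-abasic dsDNA; kinetic fluor 525/598 nm ×3 reads @60 s; Δ(read3−read1); normalized to DMSO and NSC13755 control wells.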
POLH inh – DNA polymerase eta (human) inhibition | Q9Y253 | recombinant Pol eta, fluorescent DNA replication assay | Potency, µM (series often up to 114 µM), inactives show at the top dose activity change, negative = inhibition, actives largely listed as inhibitors | hit rate 1.2% among 390,000 | AID 588591; also: % is scaled to controls: 0 for no effect and ±100 for the full control effect
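Fluorescent replication assay: 50 nM final substrate added after a 15 min room-temperature compound preincubation with 10 nM enzyme. Signal taken at 0 min and again at 10 min.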
Pol iota inh – blocks human DNA polymerase iota activity; Q9UNA4; Pol iota fluorescent replication assay, 10 min; Potency, µM (top dose mostly 115 µM), for the others: at the highest dose activity, negative = inhibition, actives largely listed as inhibitors; hit rate 1% among 390,000; AID 588590
Target sequence (Q9UNA4 whole entry, looked up): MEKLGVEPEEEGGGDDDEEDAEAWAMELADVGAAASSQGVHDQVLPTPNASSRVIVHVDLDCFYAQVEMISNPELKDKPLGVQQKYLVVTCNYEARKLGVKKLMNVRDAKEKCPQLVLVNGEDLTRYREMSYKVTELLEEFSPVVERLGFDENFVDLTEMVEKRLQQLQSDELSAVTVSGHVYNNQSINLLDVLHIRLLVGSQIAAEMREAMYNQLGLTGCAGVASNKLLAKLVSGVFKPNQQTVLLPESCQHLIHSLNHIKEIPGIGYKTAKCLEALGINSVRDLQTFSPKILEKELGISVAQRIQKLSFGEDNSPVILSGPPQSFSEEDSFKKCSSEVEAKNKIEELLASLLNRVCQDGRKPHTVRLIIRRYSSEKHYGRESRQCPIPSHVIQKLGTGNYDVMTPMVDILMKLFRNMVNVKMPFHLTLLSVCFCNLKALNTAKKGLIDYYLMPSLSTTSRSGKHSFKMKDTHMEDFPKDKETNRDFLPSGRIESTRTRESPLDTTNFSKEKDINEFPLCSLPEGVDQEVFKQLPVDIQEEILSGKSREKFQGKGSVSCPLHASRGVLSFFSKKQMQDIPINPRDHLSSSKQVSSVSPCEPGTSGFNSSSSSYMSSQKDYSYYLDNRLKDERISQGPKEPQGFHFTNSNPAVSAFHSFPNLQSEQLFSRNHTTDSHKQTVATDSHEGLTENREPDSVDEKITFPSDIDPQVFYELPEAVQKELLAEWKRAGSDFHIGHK
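Fluorescent replication assay read twice, at 0 min and 10 min after adding 50 nM (final) substrate. Enzyme (10 nM) and compounds were first incubated 15 min at room temperature; enzyme-free buffer wells were negative controls.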
Starred values were filed as active, the others as inactive; ? = inconclusive; nt = not tested or not shown; [ ] = remark or other dose. Calls follow the shape of the dose curve; as a rule, active = well fitted curve in the direction sought with a large enough effect; inconclusive = small, poorly fitted or top-dose-only effect, or another doubt; inactive = no such curve, though single readings can be large; an effect the other way counts as inactive or inconclusive. Potency is read from the fitted curve at half-maximal effect. Only part of the results is shown, so the mix of outcomes need not match the whole.

Molecule | POLB inh | G9a block | JMJD2A Tudor inh | POLK inh | BLM inh | BAZ2B inh | APEX1 inh | POLH inh | Pol iota inh
CC1=CN2C(=N)/C(=C/c3ccc(Sc4ccc(C)cc4)o3)C(=O)N=C2S1 | 0% | 25µM* | -23% | -25% | -3% | 22µM* | 7% | ? | -5%
O=C(CCN=C1NS(=O)(=O)c2ccccc21)OCc1cccc(Cl)c1 | nt | 9%[0.501 µM] | -8% | -15% | nt | -5% | 1% | -4% | 8%
Cn1c(=O)c2c(nc(CN3CCN(C(=O)c4ccco4)CC3)n2Cc2ccc(F)cc2)n(C)c1=O | 42% | ? | -3% | -16% | -2% | 3% | 5% | 0% | 47%[activator]
CCCc1nn2c(=O)cc(COc3ccc(NC(=O)c4ccco4)cc3)nc2s1 | -21% | 26% | ? | 6% | -2% | 4% | 41% | ? | 36%[activator]
CCN1CCc2c(sc(NC(=O)c3ccc(S(=O)(=O)N4CCOCC4)cc3)c2C(=O)OC)C1 | 0% | ? | -24% | -1% | 55%[activator] | -10% | -10% | -5% | 3%
CCc1ccc(NC(=O)CSc2nc(C)c(C(=O)Nc3ccccc3)c(-c3ccc(OC)c(OC)c3)c2C#N)cc1 | 1% | 9%[59 µM] | -21% | -5% | -1% | -10% | nt | -22% | 10%
Cc1cc(Cl)ccc1NC(=O)COC(=O)CCNS(=O)(=O)c1ccccc1 | nt | 2%[12.7 µM] | 2% | -2% | nt | 6% | 5% | -6% | 17%
CCN(CC)S(=O)(=O)c1cccc(NC(=O)c2ccccc2Br)c1 | 8% | 28% | 11%[11.4 µM] | -4% | -5% | -4% | -5% | -20% | 54%[activator]
COc1ccc(-c2csc(NC(=O)CSCc3c(C)noc3C)n2)c(OC)c1 | nt | 1%[0.501 µM] | ? | -15% | nt | -10% | -15% | -12% | 69%[activator]
COc1ccc(-c2nc(CN3CCC(C(=O)NCCN(CC(C)C)CC(C)C)CC3)c(C)o2)cc1OC | 13% | -43%[59 µM] | -10% | -14% | -3% | -15% | nt | -6% | -21%
CC(C)CN(C(=O)C1CCCO1)c1c(N)n(CC(C)C)c(=O)[nH]c1=O (stereo unspecified) | nt | -48% | -6% | -13% | nt | 5% | 6% | -9% | 17%
N#Cc1ccccc1CSc1nnc(-c2ccncc2)o1 | 39% | 25% | -15% | -14% | 4% | 8% | -13% | -20% | -5%
O=C(NN1C(=O)/C(=C/c2cccs2)SC1=S)c1cccnc1 | -21% | 50µM* | -23% | -35% | -5% | -31% | -2% | 8% | -10%
Cc1cccc(C)c1NC(=O)CN(C)c1ccc(C(F)(F)F)cn1 | 32% | 13%[59 µM] | -2% | 3% | -2% | 22% | -9% | -7% | 5%
CC1CCC(C(C)C)[C@H](O)C1 (stereo partly specified) | nt | -46%[2.33 µM] | nt | 0%[60.1 µM] | -2% | nt | -2% | nt | nt
C/C(=N\NC(=O)c1ccc([N+](=O)[O-])cc1)c1cccc([N+](=O)[O-])c1 | 3% | 2% | 2% | -9% | 0% | -15% | -1% | 3% | 25%
Cc1c(Br)c([N+](=O)[O-])nn1CC(=O)Nc1ccc(Cc2ccncc2)cc1 | 16% | 45µM* | -31% | 4%[60.1 µM] | 0% | ? | -10% | 18% | 5%
Cc1ccc(C(=O)OCCc2c(C)[nH]n(-c3ccccc3)c2=O)cc1 | 81% | 77%[activator][59 µM] | -11%[57.1 µM] | -19% | 0% | -29% | -1% | 3% | -8%
COc1cccc(CC(=O)N2CCN(c3ccccc3[N+](=O)[O-])CC2)c1 | 1% | -34% | -23% | 0% | 1% | nt | -4% | -2% | 34%[activator]
CNC(=O)/C(C#N)=C/c1c(N2CCN(C)CC2)nc2c(C)cccn2c1=O | 21% | 21%[2.33 µM] | -16% | -7%[60.1 µM] | 4% | 8% | 7% | 4% | ?
Nc1ccc2nc(-c3ccc(O)cc3)sc2c1 | 6% | -26%[59 µM] | -13% | -19% | -1% | -7% | nt | -17% | -11%
Cc1cccc(NC(=O)CSc2nnc(CNC(=O)c3ccc(S(=O)(=O)N(C)C)cc3)n2-c2ccccc2)c1 | -1% | -2%[59 µM] | -13% | -12% | -10% | -20% | -1% | -12% | 9%
C=CCN1C(=O)CN=C1Nc1cc(C)ccc1C | -14% | -13%[59 µM] | -11% | -4% | 1% | nt | -7% | 2% | 20%
Cc1ccc(NC(=O)CN2CCc3ccccc3C2)cc1 | -11% | 18% | -5% | -3% | -3% | -2% | -4% | -14% | 18%
CN1CCN(S(=O)(=O)c2cccc(C(=O)NC3CCCc4ccccc43)c2)CC1 (stereo unspecified) | -3% | -2%[59 µM] | 10% | -9% | -2% | 27% | 1% | 5% | 43%[activator]
N#CCCn1cc(C(=O)Nc2cccc(C(=O)O)c2)c(-c2ccc(Cl)cc2)n1 | 20% | -2% | -15% | -1% | 1% | 9% | -3% | 1% | -8%
COC(=O)c1cccc(Cn2c(Cl)c(/C=N/NC(=O)c3ccco3)sc2=O)c1 | ? | 50µM* | -18% | -17% | -5% | 56µM* | -29% | 2% | -23%
Cc1cc2oc(=O)c3c(c2cc1OCc1nn[nH]n1)CCCC3 | 39% | 71µM* | -14% | -13% | -1% | ? | 1% | -19% | 6%
COC(=O)c1c(-c2ccc(C)cc2)csc1NC(=O)Cc1ccc(OC)c(OC)c1 | 0% | 7%[12.7 µM] | -34% | -6% | -9% | ? | -6% | -27% | 21%
CC(C)(C)OC(=O)N1CCC(c2c(C(=O)N3CCCCC3)cnn2-c2ccc(F)cc2F)CC1 | 1% | 5%[59 µM] | -4% | 6% | -2% | 9%[57.1 µM] | nt | -9% | 12%
Cc1cc(S(=O)(=O)Nc2ccc(C(=O)NCC(C)(C)N3CCOCC3)cc2)ccc1F | -1% | 19% | -3% | 11% | 0% | -2% | 5% | 4% | 11%
Cc1ccc2oc(C(=O)Nc3cccc(-c4nc5ccccc5s4)c3)c(C)c2c1 | -16% | -25%[59 µM] | -10% | -22% | -1% | -27% | nt | 1% | -12%
O=C(NC1CCCc2c1cnn2-c1ccccc1F)c1ccccn1 (stereo unspecified) | 16% | -1% | -15% | -1% | -3% | -1% | 87%[activator] | 3% | -13%
Cc1nc(Cl)c(C(=O)NCCc2ccccc2)c(C)c1[N+](=O)[O-] | 53% | 36% | -17% | 0% | -1% | 8% | -6% | -2% | 26%
CCCCCOC(=O)c1ccc(NC(=O)c2ccco2)cc1 | 4% | 25%[59 µM] | 2%[57.1 µM] | -8% | 2% | 40%[activator] | -10% | -18% | -6%
C=C(c1cccc2ccccc12)P(=O)(O)O | 10% | 16µM* | ? | -26% | 2% | 13% | 13% | -13% | -4%
O=S(=O)(c1cccc(F)c1)N1CCC(Oc2ccc(-n3cnnn3)cc2)CC1 | 1% | -36%[59 µM] | -2% | 0% | -1% | -3% | nt | -2% | 18%
CCc1ccc(C(C)NC(=O)C2CCCO2)cc1 (stereo unspecified) | 12% | 2% | 1% | -7% | -7% | -2% | 7% | -5% | 24%
Cc1cc(N2CCOCC2)nc(SCC(=O)OCc2ccccc2)n1 | 32% | 21% | 2% | -20% | -5% | 1% | 13% | -3% | 146%[activator]
COc1cccc(NC(=S)N(CCCN2CCCC2)Cc2cccn2Cc2ccc(Cl)cc2)c1 | 11% | 40µM* | 45µM* | 6% | 5% | -38% | 3% | -19% | 47%[activator]
CCn1c(SCC(=O)NC2CCCCC2)nnc1-c1cc2cccc(OC)c2o1 | 15% | 1% | 11% | 5% | -1% | -8% | 5% | -9% | -3%
Cc1ccnc(NC(=O)COC(=O)C23CC4CC(CC(C4)C2)C3)n1 | 10% | nt | -11%[11.4 µM] | -28% | -8% | -7% | 12% | -13% | -12%
COc1ccc(S(=O)(=O)N2CCC(n3c(C(F)(F)F)nc4cccnc43)CC2)cc1OC | 7% | -4%[59 µM] | -23% | -14% | -5% | -11% | nt | -13% | 15%
CC(C)(C)c1[nH]nc2c1C(c1ccco1)C(C#N)=C(N)O2 (stereo unspecified) | 4% | ? | 1% | -11% | -2% | ? | -6% | -12% | 26%
COc1ccc(CNC(=O)c2ccc(N3CCC4(CC3)CC(c3ccc(Cl)cc3)=NO4)c(NC(=O)Cc3ccc(F)cc3)c2)cc1 | nt | nt | -18% | -3% | nt | nt | 7% | -4% | -7%
CC(C)Oc1ccc(C(=O)N2CCCCC2CCN2CCCCC2)cc1 (stereo unspecified) | 18% | -1%[59 µM] | -12% | -15% | 5% | 1% | nt | -13% | 0%
COc1ccc(OC)c(NC(=O)CSc2nncc3ccc(OC)c(OC)c23)c1 | 6% | nt | -33% | 2% | -2% | 79µM* | -6% | -23% | 82%[activator]
Cc1c2c(n3c(nc4ccccc43)c1C#N)N(c1ccccc1)CC2 | 0% | ? | nt | nt | -22% | 3% | ? | nt | nt
N#Cc1nc(-c2ccc(COc3ccccc3)o2)oc1N1CCCCC1 | 5% | 4.5µM* | ? | -1% | -7% | 5µM* | nt | -21% | 17%
COc1cccc(N2CC(O)Cn3c2nc2c3c(=O)[nH]c(=O)n2C)c1 (stereo unspecified) | 23% | 0% | -7% | -1% | -2% | -17% | 45% | 4% | 86%[activator]

Later entries.
Molecule | POLB inh | G9a block | JMJD2A Tudor inh | POLK inh | BLM inh | BAZ2B inh | APEX1 inh | POLH inh | Pol iota inh
CCOC(=O)c1cc(C)n(-c2ccc(OC)c(OC)c2)c1C | 0% | ? | 4%[11.4 µM] | -5% | -4% | ? | 0% | -2% | 0%
COCCNC(=O)C(=O)NNC(=O)CCc1ccccc1 | 26% | nt | ? | 9% | -3% | ? | 4% | -19% | 6%
O=S(=O)(c1ccc(Cl)cc1)c1nc(-c2ccco2)oc1N1CCOCC1 | -1% | nt | -24% | -7% | -2% | ? | 17% | -21% | -6%
O=C(CCCN1C(=O)C(c2ccccc2)Oc2cccnc21)Nc1ccccc1C(F)(F)F (stereo unspecified) | 5% | 4%[59 µM] | 3% | 4% | 0% | -16% | nt | 1% | 42%[activator]
CCNc1c(NS(=O)(=O)c2ccc([N+](=O)[O-])cc2)c(=O)oc2ccccc12 | 7% | -3% | -6% | -15% | -3% | 3% | -7% | 3% | 117%[activator]

An excerpt from above with just POLK inh:
Molecule	POLK inh
CCNc1c(NS(=O)(=O)c2ccc([N+](=O)[O-])cc2)c(=O)oc2ccccc12	-15%
CCOC(=O)c1cc(C)n(-c2ccc(OC)c(OC)c2)c1C	-5%
